12-LOX inh – inhibitors of human 12S-lipoxygenase ALOX12 | P18054 | purified 12hLO, xylenol orange hydroperoxide absorbance | Potency, µM (top dose mostly 108 µM), without a hit: at the top dose activity change, negative = inhibition, hits mostly inhibitors | hit rate 1.1% among 580,000 | AID 1671190; active means well fitted inhibition curve with a large enough effect; inconclusive means small, poorly fitted or top-dose-only effect, or another doubt; inactive means no such curve, though single readings can be large or run the other way; further: potency means the concentration at half of the fitted maximal effect
Target sequence (P18054 whole entry, looked up): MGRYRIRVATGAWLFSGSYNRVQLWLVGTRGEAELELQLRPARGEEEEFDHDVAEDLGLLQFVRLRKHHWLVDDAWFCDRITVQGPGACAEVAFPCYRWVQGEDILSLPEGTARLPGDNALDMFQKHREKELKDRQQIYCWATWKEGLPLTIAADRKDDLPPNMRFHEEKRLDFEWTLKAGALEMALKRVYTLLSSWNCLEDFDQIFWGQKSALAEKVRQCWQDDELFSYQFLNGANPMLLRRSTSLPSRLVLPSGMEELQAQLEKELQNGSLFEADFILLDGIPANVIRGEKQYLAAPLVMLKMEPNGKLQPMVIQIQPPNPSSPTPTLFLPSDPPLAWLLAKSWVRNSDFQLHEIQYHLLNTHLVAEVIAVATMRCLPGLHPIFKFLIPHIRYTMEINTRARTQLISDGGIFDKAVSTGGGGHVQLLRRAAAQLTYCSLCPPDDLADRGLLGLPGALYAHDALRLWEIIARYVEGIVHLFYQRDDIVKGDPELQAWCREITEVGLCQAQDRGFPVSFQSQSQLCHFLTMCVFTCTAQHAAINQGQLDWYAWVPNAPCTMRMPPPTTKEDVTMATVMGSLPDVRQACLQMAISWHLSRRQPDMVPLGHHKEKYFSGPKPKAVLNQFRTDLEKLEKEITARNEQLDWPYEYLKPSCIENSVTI
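Purified human 12hLO at 150 nM in 25 mM Hepes, 0.01% Triton X-100, pH 7.0, preincubated 15 min at room temperature with compound. Reaction started with 40 uM arachidonic acid, 30 min at room temperature. Hydroperoxide measured by Fe-xylenol orange, 573/405 nm absorbance ratio.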
LDHA block – blocks human lactate dehydrogenase A; purified LDHA, NADH/diaphorase-resazurin fluorescence; active compounds read low; activity change, % (values are at about 110 or 230 µM); hit rate 0.15% among 480,000; in the data active means activity change below about -30%; inconclusive means mostly about -25% to -30%;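 further: plate controls were DMSO wells for no effect and wells without enzyme for full effect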
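Resorufin fluorescence (ex540/em590), read at 0 and 20 min after diaphorase/resazurin addition, reports the NADH left after a 5 min room-temperature reaction of 2 nM human LDH5 with 0.06 mM NADH and 0.2 mM pyruvate.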
Active calls of the source: *; [ ] = remark or other dose. Unless noted, on the % scale 0 is the no-effect control and ±100 the full control effect. An excerpt; the hit share may differ from the screen's.

`Cc1cc(C)n(-c2nc3c(c(=O)n(CC(N)=O)c(=O)n3C)n2Cc2ccccc2C)n1` gave 12-LOX inh -31.0% and LDHA block -10.8.
`CC(C)CN(Cc1ccc(F)cc1)Cc1cc(=O)n2c3c(sc2n1)CCCC3` gave 12-LOX inh -21.5% and LDHA block 7.6.
For CC1(C)CC(NC(=S)NC2CCCC2)CC(C)(C)N1 the results were 12-LOX inh 4.1% and LDHA block -7.3.
CC(=O)Oc1ccc([C@H]2C(C#N)=C(N)OC3=C2C(=O)CC(C)(C)C3)cc1 was read as 12-LOX inh -30.1% and LDHA block 7.3.
`COCCn1c(-n2nc(C)cc2C)nc2c1c(=O)n(Cc1ccccc1F)c(=O)n2C` gave 12-LOX inh 2.1% and LDHA block 1.0.
`Cc1cccc2cc(CN(Cc3ccccc3)C(=O)C(C)C)c(=O)[nH]c12` gave 12-LOX inh 26.3% and LDHA block -2.3.
`CCOc1c(Cl)cc(Cl)cc1CNCc1ccncc1` gave 12-LOX inh inconclusive and LDHA block 1.5.
`CCC(c1nnnn1-c1ccc2c(c1)OCCO2)N1CCN(c2ccccn2)CC1` (stereo unspecified) gave 12-LOX inh 0.0% and LDHA block -1.3.
For CCCN(Cc1ccccc1)C(=O)c1ccc(CNC(N)=O)cc1 the results were 12-LOX inh -4.1% and LDHA block 9.8.
`COC(=O)C(C(=O)OC)c1ncccc1NS(=O)(=O)c1ccc(C)cc1` gave 12-LOX inh 1.4% and LDHA block 0.7.
For CC(=O)c1ccc(NC(=O)C(C)Sc2nnc(-c3ccco3)n2-c2ccccc2)cc1 (stereo unspecified) the results were 12-LOX inh 7.7% and LDHA block 2.2.
NC1=NC(c2ccccc2)C=C(c2ccccc2)O1 (stereo unspecified) was read as 12-LOX inh -11.0% and LDHA block 2.8.
CC(OC(=O)/C=C/c1ccccc1)C(N)=O (stereo unspecified) was read as 12-LOX inh 37.7%[activator] and LDHA block 12.9.
O=C(NC1CCS(=O)(=O)C1)c1cc2cc(F)ccc2[nH]1 (stereo unspecified) was read as 12-LOX inh 8.0% and LDHA block -7.9.
For CCN(C(=O)C(C)Cl)C1CCCCC1 (stereo unspecified) the results were 12-LOX inh -0.4% and LDHA block 2.9.
For CCCCCCCCCCS(=O)(=O)CCCCCl the results were 12-LOX inh -21.4% and LDHA block 1.2.
`COC(=O)CNc1ccccc1C(=O)NCC(F)(F)F` gave 12-LOX inh -6.8% and LDHA block 0.6.
`COc1ccc(CC(=O)n2nc(-c3cccc(C)c3)nc2N)cc1` gave 12-LOX inh -0.5% and LDHA block 3.3.
Cc1ccc2oc(C(=O)Nc3ncc(Cc4ccccc4)s3)cc(=O)c2c1 was read as 12-LOX inh 22.6% and LDHA block -0.2.
CC(=O)c1c(C)[nH]c(C(=O)C(C)OC(=O)c2ccc(F)cc2F)c1C (stereo unspecified) was read as 12-LOX inh inconclusive and LDHA block 3.6.
Screening O=C(NCCSC1CCCC1)c1ccncc1 returned 12-LOX inh -37.5% and LDHA block 0.6.
Cc1ccccc1CNC(=O)c1cccc(CS(C)=O)c1 (stereo unspecified) was read as 12-LOX inh 47.1% and LDHA block -4.9.
Screening CCN(CC)CCCNc1oc(-c2ccc([N+](=O)[O-])cc2)nc1C#N returned 12-LOX inh inconclusive and LDHA block -5.0.
For Cc1noc2nc(-c3ccc(F)cc3)cc(C(=O)NCc3ccc(N4CCOCC4)nc3)c12 the results were 12-LOX inh -53.6% and LDHA block -5.5.
Screening CCCN(CCC)c1nc(-c2ccncc2)nc2ccccc12 returned 12-LOX inh 10.7% and LDHA block 5.7.
Cc1ccc(CC(=O)C(C#N)C(=O)Nc2ccccc2Cl)cc1 (stereo unspecified) was read as 12-LOX inh 24.2% and LDHA block 6.7.
For Cc1c(NC(=O)C(C)OC(=O)c2ccc(F)cc2)c(=O)n(-c2ccccc2)n1C (stereo unspecified) the results were 12-LOX inh 5.1% and LDHA block -0.9.
Screening CCCCn1c(N)c(N(CC(C)C)C(=O)c2cc3c(s2)CCC(C)C3)c(=O)[nH]c1=O (stereo unspecified) returned 12-LOX inh 134.4%[activator] and LDHA block 9.4.
Screening O=C1c2ccccc2C(c2nnnn2Cc2ccccc2)N1CCCn1ccnc1 (stereo unspecified) returned 12-LOX inh 12.3% and LDHA block 4.3.
COc1ccc(-c2cn(CC[C@@H]3CC[C@H](NC(=O)Cc4ccccn4)[C@@H](CO)O3)nn2)cc1 was read as 12-LOX inh -14.2% and LDHA block 2.9.

Brought forward from above: 6 entries, followed by the next part.
Screening CCCN(CCC)c1nc(-c2ccncc2)nc2ccccc12 returned 12-LOX inh 10.7% and LDHA block 5.7.
Cc1ccc(CC(=O)C(C#N)C(=O)Nc2ccccc2Cl)cc1 (stereo unspecified) was read as 12-LOX inh 24.2% and LDHA block 6.7.
For Cc1c(NC(=O)C(C)OC(=O)c2ccc(F)cc2)c(=O)n(-c2ccccc2)n1C (stereo unspecified) the results were 12-LOX inh 5.1% and LDHA block -0.9.
Screening CCCCn1c(N)c(N(CC(C)C)C(=O)c2cc3c(s2)CCC(C)C3)c(=O)[nH]c1=O (stereo unspecified) returned 12-LOX inh 134.4%[activator] and LDHA block 9.4.
Screening O=C1c2ccccc2C(c2nnnn2Cc2ccccc2)N1CCCn1ccnc1 (stereo unspecified) returned 12-LOX inh 12.3% and LDHA block 4.3.
COc1ccc(-c2cn(CC[C@@H]3CC[C@H](NC(=O)Cc4ccccn4)[C@@H](CO)O3)nn2)cc1 was read as 12-LOX inh -14.2% and LDHA block 2.9.
Screening CCN(CC)Cc1ccc(CNC(=O)c2n[nH]c(=O)c3ccccc23)cc1 returned 12-LOX inh 19.1% and LDHA block 3.4.
`Cc1c(-c2ccccc2)nc2ccccc2c1C(=O)NC1CC1` gave 12-LOX inh -3.2% and LDHA block 0.0.
Screening CC(C)C(OC(=O)/C=C/c1cccc(F)c1)C(=O)NC(N)=O (stereo unspecified) returned 12-LOX inh inconclusive and LDHA block 2.0.
For Cc1cccc(Cn2nnc3c(=O)[nH]c(C4CCN(C(=O)c5ccccc5)CC4)nc32)c1 the results were 12-LOX inh -5.3% and LDHA block 2.0.
`CC(=O)Nc1ccc2c(ccn2CCN2CCOCC2)c1` gave 12-LOX inh 25.4% and LDHA block 4.8.
COc1ccc(OC)c(-c2cc3ccc(OCC#N)cc3oc2=O)c1 was read as 12-LOX inh inconclusive and LDHA block 7.9.
For N#CCC(=O)Nc1ccc(Oc2ccccc2)cc1 the results were 12-LOX inh -40.6% and LDHA block 9.1.
For COC(=O)[C@@]1(Cc2ccc(F)cc2)[C@H]2c3cc(C(=O)N4CCCC4)n(CCSCCO)c3C[C@H]2CN1C(=O)c1ccccc1 the results were 12-LOX inh -16.7% and LDHA block -0.4.
Screening Cc1nn(-c2ccccc2)c(C)c1CN(C)S(=O)(=O)c1cc(F)cc(F)c1 returned 12-LOX inh inconclusive and LDHA block 4.2.
Screening CN(C)c1ccc(C=NC23CC4CC(CC(C4)C2)C3)cc1 returned 12-LOX inh -8.5% and LDHA block 8.9.
Screening Cc1ccc(C(=O)Nc2ccccc2C(F)(F)F)c(Cl)c1 returned 12-LOX inh 1.8% and LDHA block 2.4.
COCCOCCNC(=O)c1ccc2c(c1)NC(=O)CS2 was read as 12-LOX inh -7.0% and LDHA block -1.4.
For COc1ccc(C(=O)C(C)OC(=O)c2cc3cccc(OC)c3oc2=O)cc1 (stereo unspecified) the results were 12-LOX inh 10.8% and LDHA block -3.9.
`CCC(C)CN1C(=O)CN(S(C)(=O)=O)CC1(C)C(=O)NC(C)C` (stereo unspecified) gave 12-LOX inh 13.5% and LDHA block 0.8.
Screening Cc1nc(NCC2CCCO2)c(C#N)c2c1CCCC2 (stereo unspecified) returned 12-LOX inh 38.9%[activator] and LDHA block 4.0.
Screening COc1cc(/C=C(\C#N)c2ccc(F)cc2)ccc1OCc1ccccc1 returned 12-LOX inh 14.8% and LDHA block 8.1.
Screening Cc1ccc(OCc2ccc(-c3nc(C#N)c(NC4CC4)o3)o2)cc1C returned 12-LOX inh -13.3% and LDHA block 5.8.
For Nc1[nH]c(C(=O)c2ccccc2)c(-c2ccc(F)cc2)c1C(=O)NCCc1c[nH]c2ccccc12 the results were 12-LOX inh -1.8% and LDHA block -0.2.
For C=CCSc1nnc(NC(=O)c2cc(=O)c3cc(C)c(C)cc3o2)s1 the results were 12-LOX inh -6.1% and LDHA block 10.7.
For CC(/C=C/c1ccccc1)=N/NC(=S)NC1CCCCC1 the results were 12-LOX inh inconclusive and LDHA block 2.3.

Next part, overlapping the part above by two compounds.
For C=CCSc1nnc(NC(=O)c2cc(=O)c3cc(C)c(C)cc3o2)s1 the results were 12-LOX inh -6.1% and LDHA block 10.7.
For CC(/C=C/c1ccccc1)=N/NC(=S)NC1CCCCC1 the results were 12-LOX inh inconclusive and LDHA block 2.3.
COc1ccc(Nc2nc(Nc3ccccc3)c3nccnc3n2)cc1Cl was read as 12-LOX inh 4.7% and LDHA block -9.7.
`COC(=O)c1ccc(COc2c(Cl)cccc2Cl)cc1` gave 12-LOX inh 3.5% and LDHA block -9.2.
Screening O=C(/C=C/c1ccc2ccccc2c1)c1ccccc1 returned 12-LOX inh inconclusive and LDHA block -1.0.
N#Cc1ccc(COC(=O)c2ccc[nH]2)cc1 was read as 12-LOX inh -24.8% and LDHA block 5.3.
Screening Cc1cc(C)c(OCC(=O)N2CCC(NC(=O)c3ccccc3)CC2)c(C)c1 returned 12-LOX inh -22.1% and LDHA block 5.0.
Screening CN1CCN(C(=O)Cn2ccc3c(Cl)cccc32)CC1 returned 12-LOX inh 3.5% and LDHA block 5.9.
Cc1nn(CC(=O)N2CCCCCC2)c(C)c1S(=O)(=O)NC(C)(C)C was read as 12-LOX inh -16.3% and LDHA block -4.9.
`O=C(c1n[nH]c(=O)c2ccccc12)N1CCCC(c2nc3ccccc3s2)C1` (stereo unspecified) gave 12-LOX inh -28.4% and LDHA block 0.2.
For COc1ccccc1NC(=O)/C=C/c1ccc2ccccc2n1 the results were 12-LOX inh -4.5% and LDHA block -7.3.
O=C(O)c1ccccc1C(=O)/C=C/c1ccc(Cl)cc1 was read as 12-LOX inh 18.4% and LDHA block -4.0.
`COc1ccc(-c2coc3cc(OCC(=O)Nc4ccc5c(c4)OCO5)ccc3c2=O)cc1` gave 12-LOX inh -4.8% and LDHA block 1.1.
For COCCn1c(SCc2cccc(Br)c2)nnc1-c1ccccc1 the results were 12-LOX inh 0.7% and LDHA block -9.4.
Screening COc1ccc(CC(=O)NC(C)c2nnc(SCC(=O)c3ccc(F)cc3)n2C)cc1 (stereo unspecified) returned 12-LOX inh inconclusive and LDHA block -2.4.
For CCc1ccc(NS(=O)(=O)c2cc(-c3ccno3)oc2C)cc1 the results were 12-LOX inh inconclusive and LDHA block 0.3.
Screening O=C(CCn1ccc2ccccc21)N1CCN(S(=O)(=O)c2cccc(F)c2)CC1 returned 12-LOX inh inconclusive and LDHA block 8.1.
For COC(=O)CSc1n[nH]c(=O)c2cc(-c3ccc(OC)c(OC)c3)nn12 the results were 12-LOX inh 1.4% and LDHA block -11.5.
`CCc1ccc2[nH]c(C)c(CN3CCCC(C)C3)c(=O)c2c1` (stereo unspecified) gave 12-LOX inh 91.2%[activator] and LDHA block -6.4.
For O=C1CCCC2=C1C(c1cccc(O)c1)c1c(nc(SCc3ccccc3F)[nH]c1=O)N2 (stereo unspecified) the results were 12-LOX inh inconclusive and LDHA block 0.2.
For CN1CCN(CCCNC(=O)C(=O)Nc2ccc3[nH]ccc3c2)CC1 the results were 12-LOX inh 7.3% and LDHA block -14.1.
For CCc1ccc(-c2cc3c(=O)[nH]nc(SCC(=O)NC(C)CC)n3n2)cc1 (stereo unspecified) the results were 12-LOX inh 0.5% and LDHA block -0.5.
Cc1nc2cc(NC(=O)CC3(C(=O)O)CCCCC3)ccc2o1 was read as 12-LOX inh -4.4% and LDHA block 8.9.
Screening CCCCn1c(N)c(N(C)C(=O)c2ccc(-c3ccccc3F)o2)c(=O)[nH]c1=O returned 12-LOX inh -0.3% and LDHA block 6.3.
Screening CCc1nnsc1C(=O)N(C)Cc1ccc(Cl)c(Cl)c1 returned 12-LOX inh inconclusive and LDHA block -13.8.
Screening CCc1ccc(-c2nc3cc(NS(=O)(=O)c4ccccc4)ccc3o2)cc1 returned 12-LOX inh inconclusive and LDHA block -4.3.
`CCNc1c(NC(=O)Nc2ccccc2C)c(=O)oc2ccccc12` gave 12-LOX inh inconclusive and LDHA block 0.0.
Screening COc1ccccc1NC(=O)c1ccc(NC(=O)COC(=O)c2cc(C)nc3ccccc23)cc1 returned 12-LOX inh -14.1% and LDHA block 1.4.
For CCCCCCC1CC[S+](c2cc(O)ccc2O)CC1 (stereo unspecified) the results were 12-LOX inh inconclusive and LDHA block 82.8.
For O=c1oc2ccccc2c(NC2CCCC2)c1NS(=O)(=O)c1cccs1 the results were 12-LOX inh 2.7% and LDHA block -6.6.
For O=C(NCCc1cccnc1)c1ccc(Cl)cc1 the results were 12-LOX inh 22.2% and LDHA block 0.5.
CC(C)Cn1nc(C(=O)Nc2nc3c(s2)CCC3)c2ccccc2c1=O was read as 12-LOX inh 8.6% and LDHA block 12.6.
For Cc1ccc(NC(=O)CSC(C)C(=O)Nc2cc(C)on2)cc1 (stereo unspecified) the results were 12-LOX inh -37.4% and LDHA block -7.9.
For COc1ccc(NC(=O)C2c3ccccc3OCC(=O)N2C2CC2)cc1 (stereo unspecified) the results were 12-LOX inh -4.8% and LDHA block -2.5.
For Cn1ccc2cc(S(=O)(=O)N3CCC(C(=O)N4CCOCC4)CC3)ccc21 the results were 12-LOX inh inconclusive and LDHA block -2.9.

Screening data (PubChem BioAssay)
